# Compound activity from PubChem.
# 12-LOX inh – ALOX12 (human) lipoxygenase inhibition; P18054; purified 12hLO, xylenol orange hydroperoxide absorbance; Potency, µM (doses to about 108 µM), without a hit: top-dose activity change, negative = inhibition, most hits filed as inhibitors; 1.1% of 580,000 active; AID 1671190; active means well fitted inhibition curve with a large enough effect; inconclusive means small, poorly fitted or top-dose-only effect, or another doubt; inactive means no such curve, though single readings can be large or run the other way
# Target sequence (P18054 whole entry, looked up): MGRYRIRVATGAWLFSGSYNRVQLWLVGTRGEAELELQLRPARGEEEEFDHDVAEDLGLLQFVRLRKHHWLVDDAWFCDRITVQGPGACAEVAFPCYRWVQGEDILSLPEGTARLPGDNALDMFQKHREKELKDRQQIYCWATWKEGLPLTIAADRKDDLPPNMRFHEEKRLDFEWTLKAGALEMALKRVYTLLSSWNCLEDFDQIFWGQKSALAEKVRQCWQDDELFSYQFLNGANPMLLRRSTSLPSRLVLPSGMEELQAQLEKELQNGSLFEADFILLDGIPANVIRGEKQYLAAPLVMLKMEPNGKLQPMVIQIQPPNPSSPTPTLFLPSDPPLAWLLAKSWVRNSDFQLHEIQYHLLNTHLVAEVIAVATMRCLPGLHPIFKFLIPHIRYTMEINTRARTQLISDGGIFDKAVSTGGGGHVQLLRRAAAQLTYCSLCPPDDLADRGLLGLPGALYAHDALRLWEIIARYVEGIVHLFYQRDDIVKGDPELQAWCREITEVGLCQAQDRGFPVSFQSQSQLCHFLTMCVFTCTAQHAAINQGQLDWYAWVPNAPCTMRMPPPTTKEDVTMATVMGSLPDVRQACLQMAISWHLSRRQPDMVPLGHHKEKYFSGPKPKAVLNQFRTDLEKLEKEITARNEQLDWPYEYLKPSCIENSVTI
#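 Purified human 12hLO (150 nM final) in 25 mM Hepes, 0.01% Triton X-100, pH 7.0 was preincubated 15 min at room temperature with compound. Then 40 uM arachidonic acid was added, 30 min. Hydroperoxide was read by Fe-XO absorbance ratio 573/405 nm.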
# Active calls of the source: *; ? = inconclusive; [ ] = remark or other dose. On the % scale 0 is the no-effect control and ±100 the full control effect; potency means the concentration at half of the fitted maximal effect. These rows are one share of the data; the hit share may differ from the screen's.
SMILES,12-LOX inh
CCc1nc2c(c(-c3ccc(O)cc3)n1)CN(CCC(C)C)CC2,25%[176 µM]
CCn1c(C2CCN(S(=O)(=O)c3ccc(OC)c(OC)c3)CC2)nn(C)c1=O,16%
CCOc1ccc(C(C)NC(=O)Cc2nc(-c3cccs3)oc2C)cc1OCC (stereo not drawn),18%
Cc1noc(-c2ccc(OC(F)(F)F)cc2)c1C(=O)NCCC(c1ccccc1)c1ccccc1,-6%
O=C(CSc1nnc(Nc2ccccc2)s1)c1ccc(Cl)s1,-15%
CC(C)CCNC(=O)c1cnc2n1CCN(CCCc1ccccc1)CC2,1%[176 µM]
O=C(N[C@@H]1C[C@H](Cn2cc(CN3CCS(=O)(=O)CC3)nn2)[C@@H](O)[C@H]1O)c1cnccn1,98%[activator]
CC(C)NC(=O)/C(C#N)=C\c1ccc(O)cc1,2%
COc1ccc(NC(=O)Nc2cccc(-c3ccc(N4CCOCC4)nn3)c2)cc1,?
O=C(NC1CCCCC1)c1ccc(NC(=O)C2CC2)cc1,-15%
CN1CCN(C(=O)CC[C@@H]2CNC(=O)[C@@H]3C[C@H](NC(=O)c4cccc(F)c4)CN23)CC1,?
COc1ccccc1CCC(=O)N1CCC2(CC1)NC(=O)N(c1cccc(F)c1)N2,10µM*
COCc1ccc(CNC(=O)Cc2cccs2)cc1,?
CC(=O)c1ccc(NC(=O)NC[C@@H]2C=C(C)[C@H](CC(=O)N(C)Cc3cccnc3)C[C@H]2C(C)C)cc1,-29%
COCCNC(=O)[C@@H]1CCC[C@@H](NC(=O)c2cncnc2)CN(C)C(=O)C1,4%[176 µM]
Cc1sc2nc(CCN)nc(N(C)CCCCN3CCOCC3)c2c1C,?
O=C(c1ccccc1F)N1CCCC2(C1)C(=NC1CCCCC1)NC(=O)N2c1cc(F)cc(F)c1 (stereo not drawn),9%[6.33 µM]
O=C(c1ccccc1F)N1CCCC(c2noc(COc3ccccc3F)n2)C1 (stereo not drawn),13%
N#Cc1cc2n(n1)CCCN(C(=O)CC(c1ccccc1)c1ccco1)C2 (stereo not drawn),34%
COc1ncccc1CNC[C@H]1COCc2nc3cc(C(F)(F)F)ccc3n21,56%[activator][176 µM]

# Next section; the last 2 above are carried over.
SMILES,12-LOX inh
N#Cc1cc2n(n1)CCCN(C(=O)CC(c1ccccc1)c1ccco1)C2 (stereo not drawn),34%
COc1ncccc1CNC[C@H]1COCc2nc3cc(C(F)(F)F)ccc3n21,56%[activator][176 µM]
CCCC(=O)N1Cc2ccccc2CC2(CCN(C)C2)C1 (stereo not drawn),-1%[12.5 µM]
Cc1cccc(/C=C/C(=O)O)c1C,?
CCn1cc(S(=O)(=O)N2C[C@@H](Oc3ccccc3)C[C@@H]2C(=O)NCCOC)cn1,33%
COc1cccc(C(=O)N2CCC(c3n[nH]c(=O)n3-c3ccc(C)cc3)CC2)c1OC,?
COCCn1c(=O)c2c(nc(-n3nc(C)c(C)c3C)n2Cc2ccccc2)n(C)c1=O,?
O=S1(=O)C[C@H](N2CCN(Cc3ccc4c(c3)OCO4)CC2)[C@@H](S(=O)(=O)c2cccs2)C1,1%
C(#CCN1CCN(CC#CCOC(c2ccccc2)c2ccccc2)CC1)COC(c1ccccc1)c1ccccc1,?
CCNC(=O)NC(=O)CN(Cc1ccccn1)C(C)C,7%
Cc1ccc(-n2nnc(C(=O)NC(C)C)c2C)cc1Cl,-6%
Cc1cc(CSCC(=O)Nc2ccccc2C)on1,-12%
CN1CCc2c(c(N3CCOCC3)nc3sc(C(=O)N4CCOCC4)c(N)c23)C1,?
COc1ccccc1/C=C/CN1CCC(n2cc(CN(C)C)nn2)CC1,103%[activator]
O=S(Cc1ccc(Cl)cc1)Cc1ccc(F)cc1Cl (stereo not drawn),7%
COCCN1C(=O)c2cccn2CC1CNC(=O)c1cc2ccccc2[nH]1 (stereo not drawn),7%
O=C(Nc1ccccc1OCC(F)(F)F)C1CCN(c2nc3ccccc3o2)CC1,10%
COc1ccc(Oc2ccc(CNc3ncccn3)cn2)cc1,9%
CC(C)OCCCNC(=O)[C@H]1CN(Cc2ccccc2)C[C@H]1C(=O)O,-15%
CCCc1cc(C(=O)N[C@H]2COC[C@H]2Cc2cc(C)no2)cs1,-1%
O=C1C(N2CCN(Cc3ccc[nH]3)CC2)CCN1CCc1ccccc1 (stereo not drawn),77%[activator]
CC(C)(C)N1CC(c2nc(-c3ccc4nc[nH]c4c3)no2)CC1=O (stereo not drawn),30%
O=C(NC1CCCC1)[C@H]1C[C@@H](O)[C@H](O)[C@@H]2N=C(Nc3ccc4c(c3)OCO4)S[C@@H]21,-5%[176 µM]
CCC(=O)NC[C@H]1O[C@H](Cc2cc(COc3ccccc3)on2)CC[C@@H]1O,12%[176 µM]
Cc1scc(C(=O)NC2CC(c3cc(=O)[nH]c(N)n3)C2)c1-c1ccccc1 (stereo not drawn),33%[activator]
COC[C@@H]1CN(C(=O)c2ccccc2)C[C@H]1c1nc(C2CC2)no1,15%
Cc1cc(C)cc(CCC(=O)N2CCN(c3ccc(C#N)cn3)CC2)c1,27%
COc1ccc(-c2cc(CC3(NCc4ccccc4)COC3)no2)cc1,-5%[176 µM]
O=C(CC1(C(=O)O)CCCCCC1)Nc1cccc(CO)c1,-7%
Cc1ccc2nc(-c3cccnc3)cc(C(=O)NC3CC3)c2c1,1%
COCCn1c(C(=O)NCc2cccnc2)nc2ccccc2c1=O,?
CCC(=O)N1N=C(c2ccc(NS(C)(=O)=O)cc2)CC1c1ccc(F)cc1 (stereo not drawn),-6%
CC(=O)N1CCCCCCNC(=O)[C@@H]2CCC[C@@H]21,51%[activator]
COC(=O)C1=C(C)N(C(C)C)C(=O)C1(NC(=O)C1CC1)C(F)(F)F (stereo not drawn),-2%
C[C@H]1[C@@H](NC(=O)Nc2ccc(C(F)(F)F)cc2)CC[C@@]23CCCN2C(=O)CCC[C@@H]13,4%
COC[C@@H]1CN(c2cnccn2)C[C@H]1C(=O)NCCCn1cccn1,36%[activator]
CS(=O)(=O)N1CCC(NC(=O)c2ccccc2C(=O)c2ccccc2)CC1,14%
CCOC(=O)c1cccc(NC(=O)N[C@H]2CO[C@H]3[C@@H]2OC[C@H]3OC(=O)Nc2ccccc2)c1,1%
COC(=O)CN1C(=O)[C@@H]2C[C@@H](O)CN2C2(CN(C3CCOCC3)C2)C1=O,5%[176 µM]
CN(C)C(=O)COc1ccc(NC(=O)c2nn(C)c(=O)c3ccccc23)cc1,20%
COc1cccc(C(=O)N2CCCC2c2nc(C3CCOCC3)no2)c1 (stereo not drawn),46%[activator]
CC(C)CNc1ncnc2c1CN(C1CCC1)C(=O)CN2C,9%[6.33 µM]
CCOc1cccc(-c2nc(C3CCOC3)no2)c1 (stereo not drawn),35%[activator]
c1ccc2c(CN3CCC[C@H]3c3nc(-c4ccnc(N5CCOCC5)c4)no3)c[nH]c2c1,-1%[176 µM]
COCCCNC(=O)C(NC(=O)c1cccc(C)c1)C1CCN(C(=O)c2ccc(C)cc2)CC1 (stereo not drawn),42%[activator]
NC(=O)[C@@H](Cc1c[nH]c2ccccc12)NC(=O)[C@@H]1C[C@@H](NS(=O)(=O)c2cccs2)CCN1C(=O)CSCC(=O)O,?
O=C1CCN(C(=O)c2cccs2)CCCCCCN1,41%[activator]
COc1ccc(NC(=O)CSc2nnc(COc3ccc(C)cc3)n2Cc2ccco2)c(OC)c1,6%
COc1ccccc1C(=O)NC[C@@H]1C=C(C)[C@H](Cc2nc3ccncc3[nH]2)C[C@H]1C(C)C,11%[176 µM]
COc1ccc(-c2ccnc(-c3nnc(C)n3C3CCN(C)CC3)c2)cc1OC,41%[activator][176 µM]
CCNC(=O)c1c(C)oc2c1CN(C(=O)CCc1ccccc1)CC2,?
COC(=O)CNC(=O)c1ccc(C)cc1C,7%
O=C(Nc1ccc(C(F)(F)F)oc1=O)c1ccccc1,-28%
O=C(NCc1ccccc1)c1ccc(CN2C(=O)NC3(CCOCC3)C2=O)cc1,29%
COCC1CN(C)CC12CCN(C(=O)CCc1ccc(OC)cc1)CC2 (stereo not drawn),27%
Cc1nc(SCc2nc(-c3ccccc3)oc2C)[nH]c(=O)c1C,-14%
CC(C)C(=O)NC(=S)Nc1ccc(NC(=O)c2cccc(Cl)c2)cc1,16µM*
CC(C)NC(=O)COC(=O)c1csc(NCc2ccccc2)n1,-22%
Cc1c(C(=O)NCc2nnc3n2CCCCC3)oc2ccccc12,7%
O=C(c1ccccc1)N1CCCC(c2nn(-c3ccccc3)c(=O)[nH]2)C1 (stereo not drawn),38%
CCC1(O)CCC12CCN(C(=O)c1ccsc1)CC2 (stereo not drawn),12%
Cc1cc(C(=O)N2CCCCCCNC(=O)[C@@H]3C[C@@H](c4nc(-c5cccnc5)no4)C[C@@H]32)nn1C,29%

# Among those listed so far, 4 have a COOH group:
SMILES,12-LOX inh
Cc1cccc(/C=C/C(=O)O)c1C,?
CC(C)OCCCNC(=O)[C@H]1CN(Cc2ccccc2)C[C@H]1C(=O)O,-15%
O=C(CC1(C(=O)O)CCCCCC1)Nc1cccc(CO)c1,-7%
NC(=O)[C@@H](Cc1c[nH]c2ccccc12)NC(=O)[C@@H]1C[C@@H](NS(=O)(=O)c2cccs2)CCN1C(=O)CSCC(=O)O,?

# The list continues.
SMILES,12-LOX inh
CC(C)n1cccc1C(=O)N1CC[C@H](N2CCN(C)CC2)[C@H](CCC(=O)O)C1,1%
NCC(=O)N1CCCC(N2CCN(c3cccc(Cl)c3)CC2)C1 (stereo not drawn),-3%
CC(=O)N1CCC2(C1)OC(=O)Nc1ccccc12 (stereo not drawn),48%[activator][176 µM]
Cc1cc2cc(NS(=O)(=O)c3ccc(C)c(C)c3)ccc2[nH]1,35µM*
COc1cccc(-c2nc3cnccn3c2NCCC(=O)N2CCN(C)CC2)c1,-5%
CC[C@H]1CN(C(=O)c2ccnc(Cl)c2)CC[C@H]1CC(=O)N(C)CC#N,12%[176 µM]
Cc1cccc(C)c1NC(=O)N1CCC(n2cc(-c3cccnc3)nn2)CC1,?
O=C1NCCCCCN(C(=O)C2CCCCC2)[C@H]2CCCC[C@@H]12,13%
Cn1ncc(N2CCC(NC(=O)c3cnccn3)CC2)cc1=O,37%
COc1c(C)cnc(Cn2c(-c3ccccc3)nc(C)c(CCO)c2=O)c1C,23%
CCN(c1ccccc1)S(=O)(=O)c1ccc(C(=O)Nc2nc3ccccc3[nH]2)cc1,16%
COc1ccc(C2(C(=O)N3CCC(Cc4nc(-c5ccccc5)no4)CC3)CC2)cc1,2%
COc1cc(/C=C/c2nc3c(ccc4ccccc43)s2)cc(OC)c1OC,?
CC(=O)c1ccc(N2CCN(C(=O)Cn3cnc(S(=O)(=O)N4CCOCC4)c3)CC2)cc1,-8%
N#Cc1cccc(/C=C2\CSc3ccccc3C2=O)c1,40µM*
COc1ccc(C(=O)Oc2ccc3c(-c4ccc(OC)cc4)cc(=O)oc3c2)cc1,-12%
CCc1ccc(NC(=O)c2cnn3c2NC(C(=O)O)=CC3c2cc(OC)ccc2OC)cc1 (stereo not drawn),?
COc1ccc(C(=O)NC2Cc3ccccc3C2)cc1,-15%
CCOc1cccc2cc(C(=O)N3CCCCCC3)c(=O)oc12,?
COc1ccc(C(=O)N2C[C@@H]3OCC(=O)N(Cc4cccnc4)[C@@H]3C2)cc1,46%[176 µM]
CC1Cc2ccccc2N1S(=O)(=O)c1cccc(Br)c1 (stereo not drawn),0%
O=C(N[C@H]1CO[C@H]2[C@@H]1OC[C@@H]2n1nnnc1-c1ccc2c(c1)OCO2)c1ccccc1,19%[176 µM]
COc1ccc(CN2C(=O)COC[C@H]2C(=O)NCC2CC2)c(OC)c1,8%
Cc1ccc(NC(=O)Cn2c(=O)n(-c3ccccc3)c(=O)c3c2cc(C)n3C)cc1,15%
CC(C)CNC(=O)c1cc(C2CC2)nc2c1c(C1CCNC1)nn2C (stereo not drawn),3%[6.33 µM]
CCN(CC)CC[C@H]1CN(C(=O)c2ccnc(Cl)c2)CC[C@H]1CC(=O)O,22%[176 µM]
CC(C)[C@H](NC(=O)[C@H](C)NC(=O)OC(C)(C)C)C(=O)N1CCC2CCN(Cc3ccccc3)CC21 (stereo partly drawn),-4%
Cc1ccc2nc(-c3ccc(N)cc3)cc(C(=O)O)c2c1,?
O=C(Nc1nc(-c2cccs2)cs1)C1CC(=O)N(c2ccccc2F)C1 (stereo not drawn),?
CC(C)OC(=O)N1CCC(Oc2ccc3c(cnn3CCC(=O)O)c2)CC1,25%[176 µM]
C(=N\N=C(c1ccccc1)c1ccccc1)/c1cn[nH]c1-c1ccccc1,6%
O=C(c1ccc2[nH]ccc2c1)N1CCCC(Cc2noc(-c3cnccn3)n2)C1 (stereo not drawn),34%[activator]
O=C(NC1C[C@H]2CC[C@@H](C1)N2C(=O)c1ccc(Cl)s1)c1ccncc1 (stereo partly drawn),12%

# Retrieved by compound from the entries so far:
SMILES,12-LOX inh
CCCc1cc(C(=O)N[C@H]2COC[C@H]2Cc2cc(C)no2)cs1,-1%
O=C1NCCCCCN(C(=O)C2CCCCC2)[C@H]2CCCC[C@@H]12,13%
CCn1cc(S(=O)(=O)N2C[C@@H](Oc3ccccc3)C[C@@H]2C(=O)NCCOC)cn1,33%
CC(C)[C@H](NC(=O)[C@H](C)NC(=O)OC(C)(C)C)C(=O)N1CCC2CCN(Cc3ccccc3)CC21 (stereo partly drawn),-4%
